Assay outcomes as filed in PubChem.
JMJD2C inh: inhibitors of human GASC-1 (JMJD2C) demethylase | Q9H3R0 | GST-JMJD2C(1-420) H3K9me3 demethylation, DELFIA europium | inhibition, % at 2.35 µM | hit rate 0.069% among 330,000;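 active = more than half of a compound's replicate wells show inhibition beyond 50%, single wells judged on their own value; inconclusive = some, but no more than half, of replicates pass 50% inhibition; inactive = no replicate passes 50% inhibition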;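 note: signal counts dimethyl H3K9 product captured on neutravidin plate; 0% = median of DMSO wells and 100% = 0.3 times that DMSO median; strong numbers were not always called active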
procasp7 counter: counter-screen for procaspase-3 activators: activators of human procaspase-7; P55210; recombinant procaspase-7, Ac-DEVD-pNA absorbance 405 nm; D23A/D198A/D206A triple mutant, cannot self-cleave; scale: DMSO 0, 5 µM enzyme 100; activation, % at 8.5 µM; hit rate 0.093% among 330,000; AID 463210;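 active = percent activation above the screen-wide mean plus 3 SD, cut at about 25% in these data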
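System: Procaspase-7 triple mutant (PC-7 D3A); measure: % activation from two-timepoint absorbance difference, scaled to controls; times: 1 h compound preincubation, 2 h substrate cleavage, 25 °C; also added: Ac-DEVD-pNA substrate, 400 µM as added; measured by: Epi-absorbance of released pNA at 405 nm, two timepoints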
HCV core dimer: blocks dimerization of HCV core protein; TR-FRET GST/Flag-core106 dimerization, 1536-well; inhibition, % at 5 µM; hit rate 0.33% among 300,000; AID 1899;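 active = inhibition above the mean of all tested compounds plus 3 SD, set per screening campaign, cut at about 45% in these data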
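test system = GST/Flag-tagged HCV core106 proteins | probe or stimulus = Eu donor and XL665 acceptor anti-tag antibodies | times = compound-protein-antibody incubation 4 h at 22.5 °C | signal = TR-FRET, excitation 340 nm, emission 617 and 671 nm | measure = percent inhibition of core106 dimerization signal | controls = wells lacking GST-core106 and wells with excess unlabelled core106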
Fh CTSL1 inh: blocks F. hepatica cathepsin L1 in PFM18AAP counter-screen. recombinant F. hepatica cathepsin L1, Z-Leu-Arg-MCA fluorescence. inhibition, % at 5.96 µM. hit rate 0.49% among 300,000. AID 1906;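 active = inhibition above the mean of all tested compounds plus 3 SD, set per screening campaign, cut at about 17% in these data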;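 note: 0% = plate median of test compound wells and 100% = 1 µM Z-Phe-Ala-diazomethylketone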
VLA-4 inh: inhibition in a human VLA-4 binding assay; inhibition, % (about 7 µM as worked out from the volumes in the protocol); VLA-4 expressing cells, ligand binding flow cytometry; P13612; AID 2557; hit rate 0.2% among 330,000; in the data active = inhibition above about 50%
Target sequence (P13612 whole entry, looked up): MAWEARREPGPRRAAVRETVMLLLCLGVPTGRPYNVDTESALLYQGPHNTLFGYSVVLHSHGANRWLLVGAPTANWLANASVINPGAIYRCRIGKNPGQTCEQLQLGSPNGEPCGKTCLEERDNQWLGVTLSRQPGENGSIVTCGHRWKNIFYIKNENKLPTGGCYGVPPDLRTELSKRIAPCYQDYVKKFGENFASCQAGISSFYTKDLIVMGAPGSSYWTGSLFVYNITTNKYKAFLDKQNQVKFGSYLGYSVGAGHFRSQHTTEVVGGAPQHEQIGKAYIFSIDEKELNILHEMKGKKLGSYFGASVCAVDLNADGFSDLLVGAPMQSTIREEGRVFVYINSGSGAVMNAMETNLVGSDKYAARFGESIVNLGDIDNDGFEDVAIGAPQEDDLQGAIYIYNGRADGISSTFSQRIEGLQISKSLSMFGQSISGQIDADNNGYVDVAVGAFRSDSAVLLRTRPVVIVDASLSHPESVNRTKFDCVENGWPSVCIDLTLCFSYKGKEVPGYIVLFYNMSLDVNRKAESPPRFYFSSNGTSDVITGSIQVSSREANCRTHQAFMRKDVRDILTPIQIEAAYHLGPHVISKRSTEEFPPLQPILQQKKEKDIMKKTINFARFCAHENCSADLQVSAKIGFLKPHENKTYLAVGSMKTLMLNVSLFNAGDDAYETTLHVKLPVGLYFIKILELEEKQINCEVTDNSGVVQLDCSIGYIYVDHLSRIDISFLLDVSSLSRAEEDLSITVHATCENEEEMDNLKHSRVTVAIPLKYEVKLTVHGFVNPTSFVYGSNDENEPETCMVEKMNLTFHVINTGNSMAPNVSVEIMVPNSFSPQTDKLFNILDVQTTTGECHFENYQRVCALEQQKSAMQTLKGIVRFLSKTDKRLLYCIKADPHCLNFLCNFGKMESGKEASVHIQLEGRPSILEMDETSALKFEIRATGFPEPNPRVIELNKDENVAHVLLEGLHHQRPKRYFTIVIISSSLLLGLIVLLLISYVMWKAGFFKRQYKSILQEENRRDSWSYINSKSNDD
PP1 counter: counter-screen for PP5 inhibitors: inhibitors of human PP1-alpha. P62136. purified PP1alpha, OMFP fluorescence. inhibition, % at 6.7 µM. hit rate 0.9% among 320,000. AID 2235;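 active = inhibition above the mean inhibition of all tested compounds plus 3 SD, computed separately for each screening campaign, cut at about 15% in these data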
GRK2 aptamer HTS: blocks RNA aptamer binding to human GRK2. P25098. bead flow cytometry, FAM-aptamer displacement from GRK2. inhibition of aptamer binding, % at 10 µM. hit rate 0.59% among 330,000;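 active = inhibition of aptamer binding above 40%, roughly 3 SD of noise, on plates passing a quality check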;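 note: median bead fluorescence of bound FAM aptamer so fluorescent compounds give negative values; no value below 0 was filed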
PP5 primary: blocks human protein phosphatase 5 activity; inhibition, % at 6.7 µM; P53041; hit rate 0.18% among 320,000; purified PP5c, OMFP substrate fluorescence;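 active = inhibition above the campaign's mean inhibition across all tested compounds plus 3 SD, cut at about 9.5% in these data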;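 note: 0% = DMSO only and 100% = 100 µM cantharidin control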
procasp3 activ: procaspase-3 (human) activation | recombinant procaspase-3 D3A, Ac-DEVD-pNA absorbance 405 nm | P42574 | activation, % at 8.5 µM | hit rate 0.11% among 330,000 | AID 463141;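 active = activation above the mean of all tested compounds plus 3 SD, cut at about 21% in these data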;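 note: 0% = DMSO alone and 100% = DMSO wells spiked with extra 5 µM PC-3 D3A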
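Test system: Procaspase-3 D3A mutant, all three cleavage aspartates alanine | Dosing: Single dose, 8.5 µM nominal compound, 0.8% DMSO | Schedule: 1 h preincubation, 2 h reaction | Technique: 405 nm absorbance of p-nitroaniline, reads at 0 and 120 min | Repeats: One well per compound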
* marks the source's active call; other numbers are inactive results; ? = inconclusive; · = not tested or not shown; & = joins results of further samples. Compounds as they come; about 2.6% have a hit in one of these screens.

SMILES	JMJD2C inh	procasp7 counter	HCV core dimer	Fh CTSL1 inh	VLA-4 inh	PP1 counter	GRK2 aptamer HTS	PP5 primary	procasp3 activ
Cc1c(C)c2ccc(OC(C)C(=O)NCCc3c[nH]c4ccccc34)cc2oc1=O (stereo not given)	?	5.3	-3.4	-0.8	3.7	-5.4	0.0	1.1	12.1
CCOC(=O)C1(CCOc2ccccc2)CCN(Cc2ccc(O)c(OCC)c2)CC1	0.2	-3.3	5.8	2.3	-0.7	-1.5	0.0	-0.9	3.9
O=C(COC(=O)c1ccc(Br)c(S(=O)(=O)N2CCOCC2)c1)NCCc1ccccc1	-3.5	-3.3	·	·	1.8	·	0.0	·	5.3
CCOC(=O)N1CCN(C(c2ccc(Cl)cc2)c2sc3nc(C)nn3c2O)CC1 (stereo not given)	0.1&-2.8	-3.5	-5.1	9.0	5.8	1.6	4.0	1.1	-1.8
COc1ccc(Cn2c(=O)[nH]c3cc(C(=O)N4CCN(c5ccccc5F)CC4)ccc3c2=O)cc1	-3.2	1.6	22.2	-1.9	3.5	-6.0	0.0	-0.9	-1.0
CN(CCOc1ccc(Cl)cc1)C(=O)CN1C(=O)NC2(CCCC2)C1=O	·	-2.7	-7.2	-0.6	-4.6	-4.5	0.0	0.7	-12.0
COc1ccc(C(=O)N2N=C(c3cccc(OC)c3)CC2(O)C(F)(F)F)cc1 (stereo not given)	2.6	0.2	1.4	2.5	1.8	-2.7	0.0	5.0	8.2
O=C(c1ccc(-n2cncn2)c([N+](=O)[O-])c1)N1CCN(S(=O)(=O)c2ccccc2F)CC1	0.0	0.5	0.0	-2.1	0.3	-3.5	2.0	-2.6	-0.5
CSc1ccc(/C=C(/NC(=O)c2ccc(C)cc2)C(=O)Nc2cccc(F)c2)cc1	-1.2	2.2	15.4	2.5	-1.3	-2.0	0.0	1.3	-0.2
Cc1ccccc1OCCOC(=O)c1nc2nccc(C)n2n1	0.9	-8.8	1.0	-3.7	-5.0	-1.6	1.0	3.2	6.8
COC(=O)c1cc(NC(=O)CN(c2ccccc2OC)S(=O)(=O)c2ccccc2)ccc1Cl	12.1	-1.4	8.0	1.0	11.6	0.6	2.0	3.5	5.8
CCOC(=O)c1cnn(Cc2ccccc2Cl)c1N	-1.6	15.2	-0.3	0.3	17.5	-2.5	0.0	0.1	-4.5
COc1ccccc1Nc1nc(N)nc(CSc2ncccn2)n1	-1.0	9.1	0.9	0.2	20.1	-10.8	1.0	1.4	0.9
O=C(O)CCc1ccc(-c2ccc(Cl)cc2)n1CC(=O)O	-3.7	-1.9	-2.7	-0.4	10.8	1.0	3.0	-2.3	-0.6
O=c1[nH]c(/C=C/c2ccc(Cl)cc2Cl)c([N+](=O)[O-])c(=O)[nH]1	1.2	-4.5	39.7	-3.3	27.5	5.1	4.0	0.3	-2.7
NS(=O)(=O)c1ccc(N/N=C/c2ccc(C(=O)O)cc2)c([N+](=O)[O-])c1	-0.3	-14.1	-4.4	-0.3	17.9	1.2	2.0	2.5	3.6
CC(=O)N1CCc2cc(C(=O)CN3CCN(c4cccc(Cl)c4)CC3)ccc21	4.9	-3.9	25.5	0.5	6.4	-1.5	0.0	-0.1	3.2
COc1ccc(-c2nc3ncccc3o2)cc1NC(=O)c1cccs1	1.6	-10.5	-9.1	3.1	-14.8	1.8	3.0	4.3	9.7
CC1(c2nnc(-c3cccc(Cl)c3)o2)CC(c2ccccc2Br)=NO1 (stereo not given)	-0.5	0.3	5.1	-7.0	47.3	-1.8	1.0	1.4	-1.4
Cn1c(N)cc(-c2ccc(F)cc2)c(C#N)c1=O	-6.0	2.9	-0.7	-9.7	8.7	-2.4	0.0	0.9	-2.3
C=CCOC(=O)/C=C/C(=O)NC(N)=O	1.3	-39.9	-1.1	-2.7	-12.1	-2.2	0.0	0.3	-9.8
COn1c(=O)c(-c2cccc(Br)c2)[n+]([O-])c2ccccc21	-5.0	4.5	-6.4	1.6	13.0	-0.1	0.0	2.7	1.7
c1c(CC2CCCC2)nnn1C[C@H]1CC[C@@H]([C@@H]2CC[C@H](Cn3cc(CC4CCCC4)nn3)O2)O1	-13.8	12.8	0.9	-6.1	31.1	2.5	11.0	0.6	1.4
COC(=O)Cc1c(C)nc2nc(NCc3cccc([N+](=O)[O-])c3)[nH]n2c1=O	-6.1	-8.6	-0.7	-0.8	2.4	-1.8	1.0	-0.9	6.6
COc1ccc(OC)c(NC(=O)CCN2CCCCC2)c1	0.7	-0.5	-8.5	-0.1	4.6	-5.1	1.0	-0.8	-3.2
Additional compounds follow:
SMILES	JMJD2C inh	procasp7 counter	HCV core dimer	Fh CTSL1 inh	VLA-4 inh	PP1 counter	GRK2 aptamer HTS	PP5 primary	procasp3 activ
CCOc1cc(C2c3c(n[nH]c3C)C(=O)N2c2ccc(C)cc2)ccc1O (stereo not given)	18.5&-1.6	0.8	-6.4	2.5	2.2	0.2	6.0	0.4	-2.8
COc1ccccc1N(CC(=O)NC1CCCC1)C(=O)CNC(=O)c1cccs1	3.4	10.5	-2.1	0.6	4.2	2.5	0.0	-0.2	-5.5
COC(=O)CSc1nc(C)cc(N2CCOCC2)n1	-16.5	4.5	-0.7	-0.6	5.9	-1.8	3.0	1.3	-3.7
CC1=CC(C)(C)N(C(=O)CNC2CCCCC2)c2cc(C)ccc21	-2.3	13.5	1.5	8.8	13.8	-1.8	0.0	-1.1	2.1
CC(C)[C@H](NC(=O)N1CCn2c1nc1ccccc12)C(=O)NC1CC1	4.3	-6.1	-5.3	-0.7	8.6	3.6	3.0	1.8	4.6
O=C(COC(=O)c1cc([N+](=O)[O-])ccc1NCCO)Nc1cccnc1Cl	-11.1	10.8	·	·	6.5	·	3.0	·	-4.8
Cc1ccc(CN2CCS(=O)(=O)CC2)cc1	4.6	-1.4	-6.8	0.1	-0.9	1.1	0.0	-7.0	0.6
COCCN(C(=S)Nc1ccc(C)c(C)c1)C(C)c1ccco1 (stereo not given)	1.0	1.6	-1.6	4.8	1.2	-2.0	0.0	1.0	6.6
COc1ccc(/C=C2\SC(=S)N(NC(=O)c3csc4c3CCCC4)C2=O)cc1	18.8	-16.6	43.4	4.2	-6.1	9.9	3.0	4.2	-12.1
CCOC(=O)c1cc(-c2ccccc2)sc1NC(=O)C(C)Sc1nnc(N)s1 (stereo not given)	-13.8	1.5	4.6	3.7	17.4	9.0	0.0	0.4	-2.2
O=C(O)c1ccc(S(=O)(=O)Nc2ccc(O)c(Sc3nc4ccccc4s3)c2)cc1	56.7	-13.1	-8.6	8.5	-3.7	-3.5	17.0	1.4	-6.8
O=C(CCCOC(=O)c1ccc(O)cc1O)c1ccccc1	0.6	7.9	·	·	1.6	-2.5	7.0	3.0	3.1
CCOC(=O)N1CCC(N(CCN(C)C)C(=S)Nc2cc(Cl)cc(Cl)c2)CC1	7.1	-11.3	-1.5	7.9	7.9	-3.9	0.0	-0.4	-4.3
O=S(=O)(Nc1cccc(F)c1)c1cccc2nsnc12	-10.8	6.2	-2.2	-4.8	-9.4	-2.0	0.0	-1.3	-3.9
CC1CCC(NC(=O)CCS(=O)(=O)c2ccc3c(c2)NC(=O)CS3)CC1 (stereo not given)	4.3	0.7	1.8	1.3	5.2	0.8	0.0	-1.8	3.0
O=C(COC(=O)CNC(=O)c1ccc(Cl)cc1Cl)NCc1ccco1	-3.7	2.0	-5.0	-4.8	0.1	-1.6	0.0	0.1	-1.4
Cc1nn(C(C)C(=O)NCCC2=CCCCC2)c(=O)c2nn(-c3ccccc3)c(C)c12 (stereo not given)	-3.6	8.8	7.6	0.1	6.2	1.8	0.0	0.6	7.5
Cc1ccc(S(=O)(=O)N2CCC(=O)N(CCOCc3cccc(Cl)c3)CC2)cc1	8.2	-8.6	-1.1	-0.6	3.2	1.7	0.0	3.5	-4.3
CS(=O)(=O)N1CCc2cc(C(=O)O)ccc21	-7.0	-4.8	-4.8	-8.1	7.5	-1.2	0.0	1.9	-7.0
COc1cc(NC(=S)NC(C)(C)C)c(OC)cc1Cl	3.5	-11.2	-0.4	-0.3	26.4	2.5	0.0	0.9	-6.8
Cc1cccn2c(=O)c3cc(C(=O)NCCc4ccccc4)sc3nc12	-8.7	5.0	10.3	0.7	-1.0	-3.3	0.0	2.5	31.4*
C=CCc1cccc(C=Nc2cc(Br)ccc2O)c1O	11.6	-5.7	-1.5	-2.0	1.5	-4.5	2.0	-1.4	-0.8
Cc1cc(C)c(C#N)c(SCC(=O)C2CC2)n1	11.6	-16.7	1.4	0.1	8.9	-3.5	2.0	-1.2	-17.1

For reference, some entries already given.
SMILES	JMJD2C inh	procasp7 counter	HCV core dimer	Fh CTSL1 inh	VLA-4 inh	PP1 counter	GRK2 aptamer HTS	PP5 primary	procasp3 activ
CCOc1cc(C2c3c(n[nH]c3C)C(=O)N2c2ccc(C)cc2)ccc1O (stereo not given)	18.5&-1.6	0.8	-6.4	2.5	2.2	0.2	6.0	0.4	-2.8
COc1ccccc1N(CC(=O)NC1CCCC1)C(=O)CNC(=O)c1cccs1	3.4	10.5	-2.1	0.6	4.2	2.5	0.0	-0.2	-5.5
COC(=O)CSc1nc(C)cc(N2CCOCC2)n1	-16.5	4.5	-0.7	-0.6	5.9	-1.8	3.0	1.3	-3.7
CC1=CC(C)(C)N(C(=O)CNC2CCCCC2)c2cc(C)ccc21	-2.3	13.5	1.5	8.8	13.8	-1.8	0.0	-1.1	2.1
CC(C)[C@H](NC(=O)N1CCn2c1nc1ccccc12)C(=O)NC1CC1	4.3	-6.1	-5.3	-0.7	8.6	3.6	3.0	1.8	4.6
O=C(COC(=O)c1cc([N+](=O)[O-])ccc1NCCO)Nc1cccnc1Cl	-11.1	10.8	·	·	6.5	·	3.0	·	-4.8
Cc1ccc(CN2CCS(=O)(=O)CC2)cc1	4.6	-1.4	-6.8	0.1	-0.9	1.1	0.0	-7.0	0.6
COCCN(C(=S)Nc1ccc(C)c(C)c1)C(C)c1ccco1 (stereo not given)	1.0	1.6	-1.6	4.8	1.2	-2.0	0.0	1.0	6.6
COc1ccc(/C=C2\SC(=S)N(NC(=O)c3csc4c3CCCC4)C2=O)cc1	18.8	-16.6	43.4	4.2	-6.1	9.9	3.0	4.2	-12.1
